Mito fusion act: blocks mitochondrial division or promotes mitochondrial fusion. 0.23% of 320,000 active. S. cerevisiae fusion-defective mutant growth rescue, CellTiterGlo 48 h. Potency, µM (titrated, usually from 46.1 µM), inactives show at the top dose growth rescue (activation), hits mostly activators;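 also: potency is read from the fitted curve at half-maximal effect; % of control where 0% means no effect; nearly all actives have a fitted effect of over 45% in size; temperature-sensitive fusion mutants such as fzo1-1 at 37 °C on non-fermentable ethanol glycerol medium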
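S. cerevisiae fusion-defective temperature-sensitive mutants (e.g. fzo1-1, mgm1-5) grown 48 h at 37C in YPEG (ethanol/glycerol non-fermentable) medium with 23 nl compound per well; growth rescue read as CellTiterGlo luminescence.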
ASM inhibitor: inhibitors of human secretory acid sphingomyelinase | placental ASM, HMU-PC fluorogenic substrate, 60 min | Potency, µM (titrated, usually from 57.5 µM), for the others: at the top dose activity change, negative = inhibition, hits mostly inhibitors | P17405 | 0.006% of 340,000 active; also: potency is read from the fitted curve at half-maximal effect
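Fluorogenic HMU-PC substrate (9 uM final) is turned over by placental ASM in 60 min at 37 C after a 10 min compound preincubation. Reaction ended by alkaline stop (pH 10), with fluorescence read at 386/447 nm.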
GALK inh: galactokinase (human) inhibition. P51570. Purified GALK, Kinase-Glo residual ATP luminescence. 0.007% of 270,000 active. Potency, µM (highest dose often 57.5 µM), without a hit: at the top dose activity change, negative = inhibition, usual class: inhibitors; also: potency is read from the fitted curve at half-maximal effect; % is scaled to controls: 0 for no effect and ±100 for the full control effect
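5 nM enzyme, 35 uM ATP, 100 uM galactose, 20 mM HEPES pH8.0, 5 mM MgCl2; 1 h RT; residual ATP by Kinase-Glo Plus luminescence, qHTS format.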
Menin MLL FP TR: inhibitors of human menin-MLL interaction, mutant MLL peptide. AID 1768. Menin + Texas Red MLL mutant peptide, fluorescence polarization. 0.23% of 270,000 active. Potency, µM (highest dose often 61.6 µM), inactives show at the top dose FP activity change, negative = inhibition, usual class: inhibitors. O00255; active = well fitted inhibition curve with a large enough effect in the polarisation, with a control signal flat, not every such curve was filed as active; inconclusive = small, poorly fitted or top-dose-only effect, or effect the other way, or a change in a side signal; inactive = no such curve, though single readings can be large or run the other way; the % refers to the polarisation; also: potency is read from the fitted curve at half-maximal effect; % of control where 0% means no effect; many of its hits are not listed in these tables
hERG WT inh: blocks the wildtype human KCNH2 potassium channel; Q12809; U2OS, BacMam KCNH2, thallium flux FluxOr; active compounds read low; activity change, % at 1.84 µM; 0.37% of 340,000 active; AID 720551;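 active = maximum activity change below -70%; inconclusive = maximum activity change between -70% and -50%; inactive = maximum activity change above -50%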; also: % is scaled to controls: 0 for no effect and ±100 for the full control effect
Target sequence (Q12809 whole entry, looked up): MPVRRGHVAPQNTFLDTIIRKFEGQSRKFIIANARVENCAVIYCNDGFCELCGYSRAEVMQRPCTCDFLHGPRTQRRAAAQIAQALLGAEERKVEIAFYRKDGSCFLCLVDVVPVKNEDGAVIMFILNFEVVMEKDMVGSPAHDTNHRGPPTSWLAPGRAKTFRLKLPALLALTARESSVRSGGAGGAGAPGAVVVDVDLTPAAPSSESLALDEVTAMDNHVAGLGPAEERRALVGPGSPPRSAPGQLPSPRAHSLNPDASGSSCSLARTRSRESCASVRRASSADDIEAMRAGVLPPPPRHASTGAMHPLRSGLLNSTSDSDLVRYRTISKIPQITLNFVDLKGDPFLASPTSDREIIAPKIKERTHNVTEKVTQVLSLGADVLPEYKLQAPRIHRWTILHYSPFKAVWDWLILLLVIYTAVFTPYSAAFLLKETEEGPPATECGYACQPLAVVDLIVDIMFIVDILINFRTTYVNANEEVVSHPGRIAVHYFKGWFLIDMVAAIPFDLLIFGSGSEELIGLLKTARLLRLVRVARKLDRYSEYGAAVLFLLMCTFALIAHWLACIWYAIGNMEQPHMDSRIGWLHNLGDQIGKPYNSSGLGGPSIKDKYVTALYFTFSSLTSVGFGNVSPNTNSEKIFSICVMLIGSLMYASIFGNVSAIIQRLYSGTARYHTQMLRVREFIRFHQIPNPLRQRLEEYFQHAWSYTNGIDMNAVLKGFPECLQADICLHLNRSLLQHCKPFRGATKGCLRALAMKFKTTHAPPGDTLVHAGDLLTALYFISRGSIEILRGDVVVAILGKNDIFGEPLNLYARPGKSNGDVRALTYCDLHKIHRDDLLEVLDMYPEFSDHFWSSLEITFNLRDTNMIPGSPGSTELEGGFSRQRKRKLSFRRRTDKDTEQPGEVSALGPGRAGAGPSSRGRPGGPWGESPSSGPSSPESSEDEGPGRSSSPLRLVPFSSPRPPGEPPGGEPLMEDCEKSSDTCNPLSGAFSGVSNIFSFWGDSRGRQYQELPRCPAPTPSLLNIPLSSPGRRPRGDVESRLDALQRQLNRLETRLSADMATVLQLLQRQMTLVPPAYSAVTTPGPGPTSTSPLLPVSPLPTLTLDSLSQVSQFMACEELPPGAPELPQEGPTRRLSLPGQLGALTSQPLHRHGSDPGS
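U2OS cells transduced with wild-type KCNH2 virus are loaded with FluxOr dye for 45 min, and thallium flux is measured in kinetic reads before and after stimulation buffer. Rate constants are normalized to DMSO controls.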
MBNL1 CUG block: MBNL1-poly(CUG) RNA binding inhibition; TR-FRET MBNL1-His/biotin-(CUG)12 binding, 665/545 ratio; Potency, µM (doses to about 57.5 µM), inactives show at the highest dose activity change, negative = inhibition, hits mostly inhibitors; 0.036% of 280,000 active; AID 2675; active = well fitted inhibition curve with a large enough effect in the signal ratio, with a control signal flat, not every such curve was filed as active; inconclusive = small, poorly fitted or top-dose-only effect, or effect the other way, or a change in a side signal; inactive = no such curve, though single readings can be large or run the other way; the % refers to the signal ratio; also: potency is read from the fitted curve at half-maximal effect; % is scaled to controls: 0 for no effect and ±100 for the full control effect
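MBNL1-His + Biotin-(CUG)12, cpd titration 92 nM–58 uM; Tb anti-His Ab 0.055 ng/ul, SA-XL665 5 nM (final); 60 min RT; ratiometric 665/545 nm, Ex 340 nm; normalized to buffer and full-complex controls.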
Eya2 inh: Eya2 (human) phosphatase inhibition. 0.006% of 330,000 active. O00167. Potency, µM (highest dose often 76.9 µM), for inactives: at the highest dose activity, negative = inhibition, actives largely listed as inhibitors. recombinant Eya2, OMFP fluorescence dephosphorylation (OMFP is methylfluorescein phosphate); also: potency is read from the fitted curve at half-maximal effect; % is scaled to controls: 0 for no effect and ±100 for the full control effect
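Eya2 protein (added as 0.2 uM solution) was preincubated with compound for 10 min at ambient temperature in 50 mM HEPES pH 7.5, 50 mM NaCl, 5 uM MgCl2, 0.05% BSA, 1 mM DTT. OMFP (added at 50 uM) then reacted 10 min; fluorescence read at 485/525 nm.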
PKM2 act: PKM2 (human) enzyme activation; P14618; purified PKM2, Kinase-Glo ATP luminescence, activation; response scale: 0% is enzyme alone, no compound; Potency, µM (top dose mostly 57.5 µM), without a hit: at the highest dose activation, usual class: activators; 0.34% of 260,000 active; AID 1631; also: potency is read from the fitted curve at half-maximal effect; % is scaled to controls: 0 for no effect and ±100 for the full control effect; nearly all actives have a fitted effect of over 55% in size
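hPK-M2, >95% pure; 0.1 mM ADP / 0.5 mM PEP final; imidazole pH7.2 buffer w/ 7 mM MgCl2, 50 mM KCl; 1 h RT; Kinase-Glo lum. Intermediate enzyme activity for dual inhibitor/activator qHTS.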
TSHR antagonist: blocks TSH signaling through the human TSH receptor | TSHR-expressing cells, TSH-stimulated cAMP HTRF, 2 h; active compounds read low | activity change, negative = inhibition, % at 11.5 µM | 0.2% of 330,000 active | AID 504810;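 active = activity change below a set negative limit, meaning inhibition stronger than a set level, cut at about -70% in these data; inconclusive = activity change between two set negative limits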; also: % is scaled to controls: 0 for no effect and ±100 for the full control effect
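Read-out is FRET at 665 nm (cryptate excitation 337 nm) from a cryptate-tagged anti-cAMP antibody, competed by cell cAMP against cAMP-d2. Compounds are tested on freshly harvested TSHR cells challenged with 4nM TSH (EC80) for 2 hours at 37 deg C.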
USP2a inh: blocks human ubiquitin-specific protease USP2a. O75604. USP2 core, Ub-CHOP2 coupled fluorogenic reporter, 485/531. Potency, µM (doses to about 38.3 µM), for inactives: top-dose activity change, negative = inhibition, most hits filed as inhibitors. 0.01% of 330,000 active. AID 463254;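 also: potency is read from the fitted curve at half-maximal effect; plate controls were DMSO wells for no effect and full inhibition by NEM control for full effect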
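Cell-free coupled assay: 10nM USP2 core preincubated 30min RT with compound in Tris-HCl pH 8.0/CaCl2/CHAPS buffer, then 25nM Ub-CHOP2 and 25nM reporter substrate; fluorescence (Ex 485/Em 531) read after 60min RT, normalized to NEM inhibition, concentration-response curves fitted.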
BCR signal inh: inhibitors of chronic active B-cell receptor signaling; Potency, µM (titrated, usually from 46.1 µM), for inactives: at the highest dose ratio change, negative = lower green/red ratio, usual class: inhibitors; ABC-DLBCL IkBa-CBG/CBR reporter, luminescence ratio, 4 h; 0.05% of 340,000 active; active = well fitted inhibition curve with a large enough effect in the signal ratio, with a control signal flat, not every such curve was filed as active; inconclusive = small, poorly fitted or top-dose-only effect, or effect the other way, or a change in a side signal; the % refers to the signal ratio;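 also: potency is read from the fitted curve at half-maximal effect; plate controls were basal doxycycline-induced cells for no effect and cells given 10 µM MG132 for full effect; MG132 reads +100%, hits lower the ratio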
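Concentration-response series (up to 46 uM) were applied to TMD8 dual-reporter cells for 4 h at 37C with doxycycline. Green/red ratio, after filter-overlap correction, defined %Activity; red signal alone was normalised to basal cells and zero luminescence.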
Numbers without * were called inactive; i = inactive; ? = inconclusive; . = not tested or not shown; & = joins results of further samples; [ ] = remark or other dose. Unless noted, calls follow the shape of the dose curve; as a rule, active = well fitted curve in the direction sought with a large enough effect; inconclusive = small, poorly fitted or top-dose-only effect, or another doubt; inactive = no such curve, though single readings can be large; an effect the other way counts as inactive or inconclusive. Only part of the results is shown. The share of hits here may be higher or lower than overall.

SMILES	Mito fusion act	ASM inhibitor	GALK inh	Menin MLL FP TR	hERG WT inh	MBNL1 CUG block	Eya2 inh	PKM2 act	TSHR antagonist	USP2a inh	BCR signal inh
COC(=O)C1=C(C)N(Cc2ccco2)C(=O)/C1=C\c1ccc(N(C)C)cc1	1%	?	-3%	-11%	7	-19%	9%	-15%	25	6%	4%
C[N+]1(CC2COC(c3ccco3)O2)CCCCC1 (centres undefined)	13%	3%	0%	7%	-2	-2%	-11%	-6%	0	1%	?
CC(=NCCCO)c1c(O)n(Cc2ccccc2)c(=O)[nH]c1=O	-4%	2%	0%	5%	2	-4%	1%	3%	-3	-1%	-6%
CCOP(=S)(OCC)Oc1cc(C)oc(=O)c1	-4%	3%	1%	.	-19	-12%	-4%	7%	-70*	-1%	-1%
CC(C)C(=O)Nc1ccc(S(=O)(=O)N2CC3CC(C2)c2cccc(=O)n2C3)cc1 (centres undefined)	13%	6%	-2%	5%	.	-18%	15%	-25%	-9	-3%	10%
Oc1ccccc1C1NCc2ccccc2-n2cccc21 (centres undefined)	-20%	-1%	10%	-13%	5	-4%	-19%	.	-3	2%	-1%
S=P(Nn1cnnc1)(c1ccc(Br)cc1)c1ccc(Br)cc1	3%	-2%	-2%	?	-2	-6%	-10%	28µM*	6	-13%	4%
CCN1CCN(Cc2ccc(NC(=O)c3cc(NC(=O)c4cc(C)on4)cc(OC)c3)cc2C(F)(F)F)CC1	-3%	-10%	.	11%	7&4	-7%	-5%	1%	-3	1%	?
CCOCCCNC(=O)CN1C2CCC1CC(O)(c1ccc(OC)cc1)C2 (centres undefined)	0%	4%	1%	1%	-4	-8%	-4%	-7%	1	2%	1%
O=[N+]([O-])c1cc(S(=O)(=O)/N=C(/c2ccccc2)N2CCOCC2)ccc1Cl	2%	2%	1%	-5%	-21	?	3%	0%	11	7%	2%
O=CC(Cl)P(=O)(N1CCCCC1)N1CCCCC1 (centres undefined)	-2%	1%	2%	-10%	1	-1%	-9%	-1%	5	-2%	?
COc1ccccc1-n1c(-c2ccoc2)nc2ccccc2c1=O	5%	4%	1%	-3%[11.7 µM]	1	19%	1%	8%	3	0%	-3%
COc1cccc(OC)c1C(=O)NC(=S)N1C[C@H]2C[C@H](C1)c1cccc(=O)n1C2	0%	7%	.	4%	8	-9%	4%	1%	-1	2%	-5%
C=CCn1c(O)c(/C=N/NC(=O)c2ccncc2)c(=O)[nH]c1=O	-3%	37%	-2%	.	-3	?	?	0%	1	10%	?
Cc1c(C)c2cc(Cl)c(OCC(=O)N3C[C@H]4C[C@@H](C3)c3cccc(=O)n3C4)cc2oc1=O	0%	4%	.	-11%	3	14%	-1%	7%	-5	0%	-1%
CCOc1cc(-c2c(C#N)c(=O)[nH]c3c2c(C)nn3-c2ccc(F)cc2)ccc1O	9%	14%	-3%	?	17	6%	2%	21%	3	3%	0%
O=c1[nH]c(=O)n(C2CCCCCC2)c(O)c1C=NCc1cccnc1	-7%	0%	-1%	.	-8	-1%	0%	-2%	21	11%	0%
O=C(Nc1ccc(Cl)cc1)OC1CN2CCC1CC2 (centres undefined)	0%	-3%	.	.	10	-9%	-1%	1%	1	0%	?
O=c1[nH]c(=S)n(Cc2ccc(F)cc2)c(O)c1C=NCCCn1ccnc1	5%	2%	10%	.	-37	-2%	13%	20%	-6	-1%	1%
CC(C)C(=O)Nc1ccc(N2CCN(C)CC2)c(F)c1	2%	4%	-1%	11%	0	-2%	-2%	-6%	4	0%	-2%
O=C(Nc1ccc(-c2cn3ccsc3n2)cc1)C1CCCC1	13%	-6%	6%	5%	12	16%	4%	-52%	4	0%	?
Cc1cccc(NC2=NCCCS2)c1	-4%	4%	0%	.	0	2%	13%	0%	-4	2%	-7%
NCCc1c[nH]c2ccc(C(N)=O)cc12	2%&3%	3%	.	7%	3	.	-8%&8%	.	-10&1	-2%	14%
CCCCn1c(O)c(/C=N/N2CCOCC2)c(=O)[nH]c1=S	-5%	6%	-1%	.	6	6%	-3%	-1%	-5	1%	3%
Cn1c(O)c(C(=N)COc2ccccc2)c(=O)n(C)c1=O	0%	0%	-1%	.	-8	20%	3%	-7%	6	0%	4%
COC(=O)C1=C(c2ccc(C(C)=O)cc2)C[C@@H]2CC[C@H]1N2C(=O)NCCOc1ccccc1Cl	4%	0%	.	.	0	.	0%	.	-7	-1%	-2%
N#Cc1c(Cl)nc(Cl)c2c1CCN(Cc1ccccc1)C2	?	i	3%	-22%	-10	?	2%	0%	-4	0%	?
Cc1ccccc1NC1(C#N)CCCCC1	0%	5%	1%	9%	-3	0%	6%	-3%	-7	0%	1%
c1ccc(-c2nnc(C3CC(c4cccnc4)=NO3)o2)cc1 (centres undefined)	-4%	4%	-3%	.	9	-6%	-1%	-2%	-29	-1%	-1%
Cc1ccc2c(c1)cc1c(=O)n(CC(=O)N3CCC4(CC3)OCCO4)nc(C)n12	-1%	-1%	0%	.	15	18%	0%	.	-7	0%	0%
CC(C#N)CCC#N (centres undefined)	-2%	7%	.	.	5	.	5%	.	-29	-1%	-1%
C#CCOCCOCCOCCNc1nc(N2CCN(C(=O)CCCCCCCCCCNC(=O)[C@H]([C@@H](C)CC)n3cc(CCCCN=C(N)N)nn3)CC2)nc(N2CCN(C(=O)CCCCCCCCCCNC(=O)[C@H](CO)n3cc(CCCCCN)nn3)CC2)n1	-12%	-21%	.	.	6	.	-27%	.	-2	?	?
CN(C)c1ccc(C(=O)N/N=C/C23CC[C@@H](O)CC2(O)CC[C@@H]2[C@@H]3CCC3(C)C(C4=CC(=O)OC4)CCC23O)cc1 (some centres undefined)	-3%	-3%	-4%	.	-14	1%	2%	1%	?	2%	5%
CC1=C[C@@H]2c3cccc4[nH]cc(c34)C[C@H]2N(C)C1	8%	23%	0%	-3%	-3	?	17%	.	-11	27%	2%
CCC(=O)N1N=C(c2c(O)n(C)c(=O)n(C)c2=O)CC1c1ccccc1 (centres undefined)	0%	1%	-2%	.	-14	4%	?	-2%	-12	-2%	?
COC(=O)c1ccc(NC(=O)NC(=O)Oc2ccccc2)cc1	-1%	5%	.	.	6	.	11%	.	-11	0%	1%
CN1CC(C(=O)c2ccc(Cl)cc2)C(c2ccc(Cl)cc2Cl)C1 (centres undefined)	-42%[inhibitor]	-3%	0%	?	-38	-1%	-4%	.	-22	3%	3%
Cc1ccccc1NC(=O)Cc1nc(COC(=O)Cc2ccccc2)cs1	7%	2%	.	.	-2	.	-4%	.	-1	5%	1%
COc1cc2c(cc1OC)C1[C@H]3C(=CC[C@H]1OC2O)CCN3C (some centres undefined)	.	6%	.	.	-15	.	4%	.	7	3%	-1%
CC(C)(C)C(O)C(Oc1ccc(Cl)cc1)n1cncn1 (centres undefined)	35µM*	-1%	4%	10%	4	2%	3%	-2%	-29	-5%	?
CC(C)NC(C)Cc1ccc(I)cc1 (centres undefined)	26%&-5%	15%	.	6%	6	.	0%&-8%	.	-14&2	2%	0%
COc1ccccc1CCNC1CCCCCC1	-3%	3%	4%	0%	21	-3%	-20%	0%	-1	1%	-1%
O=P(O)(Oc1ccccc1)OC(c1ccccc1)C(F)(F)F (centres undefined)	-6%	8%	8%	-1%	-4	-27%	19%	-1%	-2	0%	0%
CCc1n[nH]c(CCN)n1	2%	2%	5%	.	0	.	6%	1%	7	-1%	-2%
Nc1c(C(=O)NCCc2ccccc2)c2nc3ccccc3nc2n1CCN1CCOCC1	17%	i	-5%	67%[activator]	-1	7%	-26%	1%	1	-12%	?
